IL2 activator – activates IL-2 in a cell-based reporter assay | 360,000 tested, 0.065% active | AID 652025 | IL-2 activation reporter assay, cell-based qHTS; stimulated with anti-CD3/CD4/CD28 beads; in transgenic mouse T cells | activation, % (series mostly up to about 46 µM); in the data active = activation above about 50%; inconclusive = mostly about 30% to 49%; also: 0% is about no effect
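Quantitative HTS in unstimulated transgenic mouse T cells, with memory T cells as non-tolerant control and PMA/ionomycin as tolerance-bypass control. Compound pretreatment lasted 60 minutes before 18 h bead stimulation; EGFP/DsRed fluorescence read.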
ATXN viability – viability counter-screen for ATXN expression inhibitors | S2 cells (HEK-293 line with an ATXN2-luciferase reporter) viability, CellTiter-Fluor protease fluorescence, 24 h | Potency, µM (titrated, usually from 56.7 µM), actives largely listed as cytotoxic | 400,000 tested, 0.49% active; also: potency is read from the fitted curve at half-maximal effect; nearly all actives have a fitted effect of over 40% in size
EPAC2 ag – activates human EPAC2 exchange factor; Potency, µM (titrated, usually from 154 µM), for the others: top-dose activation, usual class: activators; Q8WZA2; EPAC2 activation, biochemical qHTS; response scale: 100% = 6.5 mM cAMP response; 360,000 tested, 0.079% active; also: potency is read from the fitted curve at half-maximal effect; nearly all actives have a fitted effect of over 50% in size
Target sequence (Q8WZA2 whole entry, looked up): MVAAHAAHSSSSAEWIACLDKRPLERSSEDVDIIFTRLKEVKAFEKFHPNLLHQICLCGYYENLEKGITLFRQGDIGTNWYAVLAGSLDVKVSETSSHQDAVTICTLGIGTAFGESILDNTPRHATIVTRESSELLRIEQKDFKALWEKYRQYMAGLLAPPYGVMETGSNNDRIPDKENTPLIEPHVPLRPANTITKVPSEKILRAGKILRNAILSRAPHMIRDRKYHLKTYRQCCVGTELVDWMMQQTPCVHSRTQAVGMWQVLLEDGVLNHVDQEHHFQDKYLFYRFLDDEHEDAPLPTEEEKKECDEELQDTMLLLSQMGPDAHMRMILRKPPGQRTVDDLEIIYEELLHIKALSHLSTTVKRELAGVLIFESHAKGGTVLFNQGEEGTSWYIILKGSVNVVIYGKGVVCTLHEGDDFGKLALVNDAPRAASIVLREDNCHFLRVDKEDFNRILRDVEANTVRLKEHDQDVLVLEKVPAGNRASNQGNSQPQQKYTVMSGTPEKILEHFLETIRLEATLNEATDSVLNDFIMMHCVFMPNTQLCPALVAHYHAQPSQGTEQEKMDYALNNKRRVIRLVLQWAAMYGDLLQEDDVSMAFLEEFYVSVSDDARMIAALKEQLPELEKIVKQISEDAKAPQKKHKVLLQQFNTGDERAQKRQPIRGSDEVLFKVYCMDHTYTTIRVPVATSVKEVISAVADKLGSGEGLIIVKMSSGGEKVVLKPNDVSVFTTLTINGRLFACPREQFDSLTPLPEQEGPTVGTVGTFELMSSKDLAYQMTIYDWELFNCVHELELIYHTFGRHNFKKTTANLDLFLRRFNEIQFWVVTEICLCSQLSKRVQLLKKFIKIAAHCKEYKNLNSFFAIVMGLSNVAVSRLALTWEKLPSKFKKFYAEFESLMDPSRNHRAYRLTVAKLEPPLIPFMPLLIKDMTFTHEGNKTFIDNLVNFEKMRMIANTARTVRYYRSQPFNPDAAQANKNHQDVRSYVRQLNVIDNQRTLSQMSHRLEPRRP
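In this primary screen, activation is scored as increased exchange of BODIPY-GDP from Rap1B by 100 nM EPAC2, with 50 uM GDP as competitor. Signal is normalized to the 6.5 mM cAMP agonist control.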
Nrf2 block – inhibitors of Nrf2 signaling. A549 ARE-Fluc reporter, luciferase luminescence, 18-24 h. 360,000 tested, 2.1% active. Potency, µM (titrated, usually from 46 µM), inactives show at the highest dose activity change, negative = inhibition, most hits filed as inhibitors. AID 504444; also: potency is read from the fitted curve at half-maximal effect; % is scaled to controls: 0 for no effect and ±100 for the full control effect; nearly all actives have a fitted effect of over 60% in size
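Cells were seeded and rested 2 h, then exposed to compounds for 18-24 h. CellTiter-Fluor was read first as a viability measure. BugLite was added 15 min before the final luminescent read of ARE-luciferase activity in A549 cells.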
A549 tox – kills or reduces viability of A549 cells in Nrf2 counter-screen; A549 ARE-Fluc cells, CellTiter-Fluor viability, 18-24 h; Potency, µM (titrated, usually from 46 µM), inactives show at the highest dose activity change, negative = cytotoxicity, most hits filed as inhibitors; 390,000 tested, 0.16% active; also: potency is read from the fitted curve at half-maximal effect; % is scaled to controls: 0 for no effect and ±100 for the full control effect
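A549 ARE_Fluc cells in 5% FBS OPTI-MEM were exposed to compounds in concentration-response for 18-24 h at 37 deg C. Viability was read by CellTiter-Fluor fluorescence (Ex 405/Em 525) after 30 min, before the luciferase read.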
TGFb inhibitor – inhibitors of TGF-b signaling; Potency, µM (series often up to 46.1 µM), for inactives: top-dose activity, negative = inhibition, actives largely listed as inhibitors; 410,000 tested, 1.2% active; HepG2 CAGA-GFP TGF-b/SMAD3 reporter, GFP fluorescence, 18 h; TGF-beta stimulated, 500 pg/mL final; also: potency is read from the fitted curve at half-maximal effect; % is scaled to controls: 0 for no effect and ±100 for the full control effect; nearly all actives have a fitted effect of over 65% in size
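Cell-based qHTS in HEPG2 carrying a CAGA-GFP Smad reporter; compounds added before 500 pg/mL final TGF-beta, 18 h incubation at 37 degrees C, GFP fluorescence quantified per cell by imaging cytometry.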
HepG2 tox – kills HepG2 cells in TGF-b inhibitor counter-screen. 410,000 tested, 0.76% active. AID 588856. Potency, µM (titrated, usually from 46.1 µM), inactives show at the top dose activity change, negative = cytotoxicity, hits mostly cytotoxic. HepG2 CAGA-GFP viability, ATP luminescence, 18 h; also: potency is read from the fitted curve at half-maximal effect; some results filed as inactive show a strong effect at the top dose
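HepG2 CAGA-GFP cells (1000/well, DMEM with 1% FBS) received compound, then TGF-beta at 500 pg/mL final, and were incubated 18 hours at 37 degrees C. Viability was read by CellTiter-Glo luminescence. Media-only wells were set as complete cell-killing and DMSO as no toxicity.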
Nrf2 activator – activators of Nrf2 (ARE) signaling; AREc32 ARE-luciferase reporter (MCF7-derived line), luminescence, 24 h; Potency, µM (doses to about 46.1 µM), for inactives: at the top dose activation, most hits filed as activators; 410,000 tested, 0.31% active; AID 624171; also: potency is read from the fitted curve at half-maximal effect; % of control where 0% means no effect; nearly all actives have a fitted effect of over 65% in size
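AREc32_Fluc, 1000 cells/well, OPTI-MEM + 5% FBS, o/n 37 deg C 5% CO2; 23 nL cpd by pin tool, 24 hr; Steady-Glo 30 min RT, luminescence.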
ATXN2 expr inh – ATXN2 expression inhibition | HEK-293 ATXN2-luciferase reporter, luminescence, 24 h | 360,000 tested, 0.72% active | Potency, µM (doses to about 57 µM), for the others: at the highest dose activity change, negative = inhibition, most hits filed as inhibitors; also: potency is read from the fitted curve at half-maximal effect; % is scaled to controls: 0 for no effect and ±100 for the full control effect; nearly all actives have a fitted effect of over 55% in size
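ATXN2-luciferase reporter cells (luciferase flanked by upstream and downstream ATXN2 gene portions) were treated 24 h at 37 °C with compounds at up to 57 uM. SteadyGlo luminescence gave expression; GF-AFC fluorescence gave viability.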
The depositor's hits bear a star; i = inactive; ? = inconclusive; / = not tested or not shown; & = joins results of further samples; ! = a repeat was not active; [ ] = dose if it differs, or a comment. Unless noted, calls follow the shape of the dose curve; as a rule, active = well fitted curve in the direction sought with a large enough effect; inconclusive = small, poorly fitted or top-dose-only effect, or another doubt; inactive = no such curve, though single readings can be large; an effect the other way counts as inactive or inconclusive. No enrichment for hits, and some 4.3% of all compounds hit somewhere here.

(1) N#CC1(P(=O)(c2ccccc2)c2ccccc2)CCCC1
(2) C/C(=N\NC(=O)C(O)c1ccccc1)c1cccnc1 (stereo not given)
(3) COc1ccc2c(c1)c1c(c(=O)n(Cc3ccccc3)c(=O)n1CC(=O)Nc1cc(C)cc(C)c1)n2C
(4) CC1(C)Cc2nc(-c3ccccc3)nc(SCC(=O)N3CCCC3)c2CO1
(5) O=C(CSc1nc2ccsc2c(=O)n1Cc1ccccc1)NCC1CCCO1 (stereo not given)
(6) COc1ccc(OC)c(NS(=O)(=O)c2ccc3[nH]c(=O)[nH]c3c2)c1
(7) CSc1ncccc1C(=O)OCC(=O)NCc1cccs1
(8) CCN1CCN(C(c2cccs2)C(C)NC(=O)CC(C)C)CC1 (stereo not given)
(9) COc1ccc(N2C(=O)C(CC(=O)Nc3ccc(F)cc3)N(CCc3cccs3)C2=O)cc1 (stereo not given)
(10) O=C(CCN1C(=O)S/C(=C\c2ccc(F)cc2)C1=O)Nc1ccc(O)cc1C(=O)O
Compound,1,2,3,4,5,6,7,8,9,10
IL2 activator,-2.6,-3.6,/,-2.6,-1.0,-1.7,-4.6,1.9,-0.8,1.2
ATXN viability,?,i,i,i,i,i,i,i,i,i
EPAC2 ag,1%,9%,/,8%,10%,-1%,3%,-3%,12%,12%
Nrf2 block,9%,2%,27%,-5%,-6%,/,1%,10%,-19%,-16%
A549 tox,0%,1%,11%,1%,0%,/,4%,-5%[1.84 µM],-9%,1%
TGFb inhibitor,-2%,-17%,-15%,19%,-30%,11%,0%,-18%,-21%,1%
HepG2 tox,-7%,-2%,-33%,19%,10%,-4%,-42%,-4%,0%,9%
Nrf2 activator,0.0%,0.2%,-0.9%,-0.2%,0.3%,-0.3%,0.0%,-0.4%,0.4%,-0.7%
ATXN2 expr inh,-18%,-7%,4%,-17%,5%,/,-4%,0%,2%,/

Brought forward from above: 3 compounds, then new ones.
(8) CCN1CCN(C(c2cccs2)C(C)NC(=O)CC(C)C)CC1 (stereo not given)
(9) COc1ccc(N2C(=O)C(CC(=O)Nc3ccc(F)cc3)N(CCc3cccs3)C2=O)cc1 (stereo not given)
(10) O=C(CCN1C(=O)S/C(=C\c2ccc(F)cc2)C1=O)Nc1ccc(O)cc1C(=O)O
(11) COc1ccc(/C=C2/SC(=O)N(CC(=O)Nc3cc(C)on3)C2=O)cc1OC
(12) Cc1c(O)cccc1C(=O)N[C@@H](CSc1ccccc1)[C@H](O)CN1C[C@H]2CCCC[C@H]2C[C@H]1C(=O)NC(C)(C)C
(13) COc1ccc(-n2ncc3c(=O)n(CC(=O)Nc4ccc(S(=O)(=O)N5CCOCC5)cc4)cnc32)cc1
(14) COc1ccc2c(c1)oc(=O)c1cc(OC)ccc12
(15) O=C(Nc1ccc(F)cc1F)c1cc2n(n1)C(C(F)(F)F)C1CCCCC1N2 (stereo not given)
(16) COC(=O)c1cccc(Nc2c3c(nc4ccccc24)CCC3)c1
(17) COc1ccc(CC(=O)Nc2ccc(-c3cn4ccccc4n3)cc2)cc1OC
(18) COc1ccc(-c2ccc(CCC(=O)O)n2Cc2ccco2)cc1
(19) O=C(CCc1ccccc1)N(Cc1cccnc1)c1nc2c(F)cccc2s1
(20) COc1ccccc1CNS(=O)(=O)c1ccc(Br)s1
Compound,8,9,10,11,12,13,14,15,16,17,18,19,20
IL2 activator,1.9,-0.8,1.2,-3.0,0.2&-0.6,-5.5,-0.5,0.5,-6.2,1.4,6.1,/,-0.6
ATXN viability,i,i,i,i,11µM*,i,i,i,i,i,i,/,i
EPAC2 ag,-3%,12%,12%,-6%,-13%&-9%,6%,5%,-6%,6%,-23%[15.6 µM],-2%,/,20%
Nrf2 block,10%,-19%,-16%,9%,?,?,13%,/,23µM*,-25%,-4%,/,5%
A549 tox,-5%[1.84 µM],-9%,1%,-9%,?,7%,-5%,-1%,-27%,-8%,-8%,-2%,?
TGFb inhibitor,-18%,-21%,1%,6%,?,-3%,0%,7%,-27%,?,7%,?,-19%
HepG2 tox,-4%,0%,9%,7%,16µM*!,7%,0%,7%,-29%,-15%,-18%,-23%,-47%
Nrf2 activator,-0.4%,0.4%,-0.7%,0.3%,-0.1%&0.3%,3.5%,5.4%,2.0%,0.2%,0.0%,4.7%,2.2%,-0.2%
ATXN2 expr inh,0%,2%,/,9%,20µM*!,-10%,11%,48%[activator],-31%,-4%,-14%,/,57%[activator]

(21) C=CCOc1ccc(CN(C)c2ccc(S(=O)(=O)N3CCN(C)CC3)cc2[N+](=O)[O-])cc1
(22) Cc1nn2c(C)nc3sc4c(c3c2nc1=O)CC(C)(C)OC4
(23) O=c1cnc(-c2ccc(Cl)cc2)cn1O
(24) Cc1ccc(N2C(=S)NC3c4ccccc4OC2(C)C3C(=O)N(C)C)cc1 (stereo not given)
(25) CC(=O)COC(=O)CCc1nc2ccccc2[nH]c1=O
(26) Cc1cc(C(=O)N/N=C/c2ccc(-c3ccccc3Cl)o2)n[nH]1
(27) COc1ccc(-c2c(C#N)c(N)nc3c2c(=O)n(C)c(=O)n3C)cc1
(28) Cc1sc(C(=O)NCc2cccnc2)c2nc(C)n(CC(=O)NCc3cccnc3)c(=O)c12
(29) O=c1ccc(-c2nc3ccccc3n2Cc2ccccc2Cl)c[nH]1
(30) C[C@H](NC(=O)[C@@H]1CCCN1C(=O)[C@@H]1CCCN1C(=O)c1cccc(Cl)c1)c1ccccc1
Compound,21,22,23,24,25,26,27,28,29,30
IL2 activator,-2.6,0.1,-0.5,1.7,2.0,-0.1,-0.8,-1.2,-3.9,1.2
ATXN viability,?,i,i,i,i,i,i,i,i,i
EPAC2 ag,4%,10%,11%,5%,9%,-1%,-22%[15.6 µM],-5%,-2%,4%
Nrf2 block,-11%,0%,1%,-1%,1%,-8%,16%,6%,-5%,/
A549 tox,2%,14%,2%,-7%,-1%,-4%,-1%,-8%,-3%,/
TGFb inhibitor,0%,-22%,-3%,-6%,1%,?,20%,-5%,6%,/
HepG2 tox,-28%,-25%,-25%,14%,-8%,-52%,-7%,3%,-7%,/
Nrf2 activator,3.7%,-0.4%,1.0%,0.5%,-0.4%,2.4%,-0.4%,0.0%,5.3%,-0.2%
ATXN2 expr inh,-22%,-17%,/,-8%,1%,3%,-8%,9%,11%,-9%

(31) CCN(C(=O)COC(=O)Cc1c[nH]c2ccccc12)c1c(N)n(Cc2ccccc2)c(=O)[nH]c1=O
(32) O=S(=O)(c1ccc(Br)cc1)N1CCN(c2ccccc2)CC1
(33) CCN(C(=O)CN1CC(C)OC(C)C1)c1c(N)n(Cc2ccccc2)c(=O)[nH]c1=O (stereo not given)
(34) COc1ccc(-c2cn[nH]c2N)c(OC)c1
(35) CN(C)c1ccc(C(=O)NCc2ccc3c(c2)CCN3C(=O)c2ccccc2)cc1
(36) COC(=O)CCCCCc1ccc(C(C)=O)s1
(37) O=C(c1cc(-c2cccc(Cl)c2)on1)N1CCN(c2ccc(F)cc2)CC1
(38) CCN(CC)CCNC(=O)c1ccc2c(c1)NC(=O)C(CS(=O)(=O)Cc1cccc(Br)c1)N2 (stereo not given)
(39) Cc1cccc(N(CC(=O)NCCSc2ccccn2)S(=O)(=O)c2ccccc2)c1
(40) CC(C)C[C@H](NC(=O)NCc1ccccc1Cl)C(=O)O
Compound,31,32,33,34,35,36,37,38,39,40
IL2 activator,-0.4,-0.3,1.6,0.6,/,-1.7,0.4,/,-2.3,0.9
ATXN viability,i,i,i,i,/,i,i,/,?,i
EPAC2 ag,-3%,6%,8%,-3%,/,1%,7%,/,11%,8%
Nrf2 block,2%,8%,-9%,-14%,/,6%,-4%,/,-10%,/
A549 tox,5%,2%,9%,-2%,0%,-6%,0%,-2%,-6%,-1%
TGFb inhibitor,-1%,5%,7%,29%,9%,-4%,12%,-24%,-1%,-12%
HepG2 tox,-2%,-4%,43%,-2%,-11%,4%,-3%,9%,1%,10%
Nrf2 activator,1.4%,-0.3%,0.1%,-0.5%,3.0%,0.0%,3.1%,1.3%,0.4%,-0.2%
ATXN2 expr inh,-11%,-10%,-26%,0%,/,8%,-12%,/,4%,8%

(41) CCOC(=O)c1[nH]c(C)c(/C(O)=C2\C(=O)C(=O)N(CCN(C)C)C2c2ccc(C)o2)c1C (stereo not given)
(42) CN(CC(=O)Nc1ccc(Cl)c(C(F)(F)F)c1)C(=O)/C=C/c1ccco1
(43) CCC(=O)OC1(C(=O)CCl)[C@@H](C)C[C@H]2[C@@H]3CCC4=CC(=O)C=C[C@]4(C)[C@@]3(F)[C@@H](O)C[C@@]21C (stereo not given in full)
(44) CC(=O)Nc1ccc(/C(N=Nc2ccccc2)=N/N=C(N)N)cc1
(45) CSCCC(NS(=O)(=O)c1ccc2c(c1)OCCO2)C(=O)N(C)Cc1ccc(F)cc1 (stereo not given)
(46) Cc1noc(C)c1CCC(=O)NC1CCCN(Cc2ccc(CC(C)C)cc2)C1 (stereo not given)
Compound,41,42,43,44,45,46
IL2 activator,-0.7,-0.1,-0.3,-1.2,-0.8,0.4
ATXN viability,i,i,i,?,i,i
EPAC2 ag,5%,-3%,1%,-2%,-1%,-5%
Nrf2 block,5%,12%,/,?,2%,?
A549 tox,-1%,-1%,-17%,-1%,-5%,-10%
TGFb inhibitor,25%,-22%,25%,8%,6%,?
HepG2 tox,7%,-13%,8%,0%,-7%,-44%
Nrf2 activator,0.0%,?,-0.9%,9.7%,-0.3%,2.3%
ATXN2 expr inh,-17%,-12%,6%,49%[activator],2%,?
